NCI-60 one-dose screen, 48 h, at 10 µM unless noted. Numbers give growth in % (100 = growth as untreated, 0 = no growth, -100 = all killed).
HOP-62: HOP-62 NSCLC. actives 3.9% (n = 80,000). AID 1794735
CCRF-CEM: CCRF-CEM leukemia; actives 7% (n = 77,000); AID 1794778
MDA-MB-468: MDA-MB-468 breast cancer | actives 8.5% (n = 78,000) | AID 2202374
MOLT-4: MOLT-4 leukemia cells; actives 6.9% (n = 80,000)
MDA-MB-435: MDA-MB-435 melanoma | actives 7.8% (n = 82,000) | AID 1794794
SR: SR leukemia cells | AID 1794780 | actives 8.7% (n = 73,000)
RPMI-8226: RPMI-8226 leukemia cells. AID 1794781. actives 7.5% (n = 77,000)
K-562: K-562 leukemia | actives 7.4% (n = 78,000) | AID 1794777
* = called active by the depositor; . = not tested or not shown. The calls were made as follows: active = growth percent below 10; inactive = the rest.

| Structure | HOP-62 | CCRF-CEM | MDA-MB-468 | MOLT-4 | MDA-MB-435 | SR | RPMI-8226 | K-562 |
| --- | --- | --- | --- | --- | --- | --- | --- | --- |
| FC(F)(F)c1cc(N2CCCCC2)nc(NCCCNc2ccnc3cc(Cl)ccc23)n1 | 73.5 | 54.0 | 1.1* | 40.0 | 76.0 | -5.0* | 39.9 | 11.2 |
| CCCS(=O)(=O)Oc1ccc(NC(=O)C2CCCCC2)cc1 | 103.7 | . | 99.5 | 100.3 | 99.5 | 90.2 | 96.9 | 101.5 |
| Cc1nc(N)sc1Cc1ccn(C)n1 | 103.1 | 104.3 | 120.3 | 86.6 | 100.3 | 84.4 | 108.6 | 81.2 |
| NC1=Nn2c(CCC(=O)c3nc4ccccc4[nH]3)nnc2SC1 | 95.3 | 107.4 | 110.7 | 101.4 | 107.9 | . | 112.4 | . |
| O=C(CN1C(=O)S/C(=C\c2ccc(Cl)cc2)C1=O)Nc1ncc(Cc2ccccc2)s1 | 99.0 | 107.0 | 93.6 | 104.6 | 95.5 | 136.0 | 99.9 | 117.0 |
| COc1cc(/C=C2\CN(C)C/C(=C\c3cc(CN4CCCC4)c(O)c(OC)c3)C2=O)cc(CN2CCCC2)c1O | 82.0 | 34.1 | 41.8 | 57.6 | 67.6 | 38.7 | 81.0 | 19.4 |
| CC(C)CNCC(=O)Nc1cccc(C(=O)OC(C)C)c1 | 91.5 | 98.2 | 103.8 | 97.7 | 105.7 | 91.7 | 102.1 | 102.2 |
| COc1ccc(/C=C/C(=O)/C=C/c2cc3ccccc3[nH]c2=O)cc1 | . | 8.5* | 43.9 | 19.4 | 13.6 | -2.1* | -22.0* | 4.1* |
| O=c1[nH]cc(Cc2ccccc2)c(=O)[nH]1 | 96.5 | 93.2 | 106.8 | 95.2 | 109.3 | 95.5 | 109.1 | 97.0 |
| Cc1ncc(CO)n1C | 110.0 | 100.0 | 103.4 | 92.9 | 112.4 | . | 100.3 | 104.2 |
| O=c1oc2ccccc2cc1-c1csc(N2N=C(c3ccccc3)CC2c2ccccc2)n1 (centres undefined) | 92.2 | 91.6 | 58.3 | 93.6 | 99.6 | 89.1 | 83.7 | 87.6 |
| O=C(C(=O)N1CCCC1)c1ccc(OC2OC(COCc3ccccc3)C(OCc3ccccc3)C(OCc3ccccc3)C2OCc2ccccc2)cc1 (centres undefined) | 98.6 | 97.2 | 109.6 | 93.7 | 100.2 | 81.7 | 61.3 | 74.0 |
| O=S(=O)(O)c1ccc(N=Nc2ccc(Nc3ccccc3)cc2)cc1 | 96.7 | 108.0 | 116.3 | 105.0 | 107.7 | . | 109.6 | 104.7 |
| O=C(CCCCCCSc1nc(-c2ccccc2)cc(-c2ccccc2)n1)NO | 29.5 | 2.5* | 43.2 | 5.2* | 17.3 | . | 7.6* | 11.3 |
| COC(=O)C(=O)/C=C(\O)c1cc2cc(OC)ccc2o1 | 107.7 | 82.5 | . | 100.8 | 215.1 | 65.7 | 41.7 | 98.4 |
| COC(C)c1cc(C(C)(C)C)c(O)c(C(C)(C)C)c1 (centres undefined) | 94.4 | 99.3 | 93.7 | 90.4 | 107.7 | 90.4 | 90.8 | 85.2 |
| O=C1NC(=O)C(c2c[nH]c3ncccc23)=C1c1cccc2ccccc12 | 90.6 | 76.1 | 89.8 | 79.4 | 83.3 | 64.1 | 80.4 | 65.7 |
| N#C/C(=C\c1ccc([N+](=O)[O-])s1)c1nc2cc(Cl)ccc2s1 | 12.6 | 0.6* | 93.7 | 8.5* | 29.6 | -0.6* | -13.4* | 1.7* |
| N#Cc1cc(-c2ccc3ncnc(N4CCc5cc(F)c(Cl)cc54)c3c2)cnc1N | 77.5 | 45.1 | -14.7* | 7.7* | 39.2 | -25.7* | 28.2 | 37.8 |
| CC(C)OC(=O)CCCCCC1CCCCC1 | 101.1 | 90.8 | 106.5 | 104.4 | 112.3 | 115.0 | 110.4 | 105.8 |

| Structure | HOP-62 | CCRF-CEM | MDA-MB-468 | MOLT-4 | MDA-MB-435 | SR | RPMI-8226 | K-562 |
| --- | --- | --- | --- | --- | --- | --- | --- | --- |
| O=C(O)CNC(=O)CSc1nnc(-c2ccc(NC(=O)c3cccnc3)cc2)o1 | 101.5 | 100.5 | 113.1 | 105.6 | 106.5 | . | . | 95.6 |
| O=C(O)Cc1ccc(I)cc1 | 93.7 | 104.6 | 101.8 | 102.6 | 108.1 | 101.7 | 109.0 | 102.8 |
| O=S(=O)(NCCNc1nccc(-c2c(-c3cccc(F)c3)nc3occn23)n1)c1cccc2ccccc12 | 71.0 | 43.8 | 35.2 | 26.3 | 32.8 | 41.6 | 21.7 | 19.0 |
| CC1=C(O)C(=O)CC1 | 119.5 | 114.7 | 104.3 | 108.4 | 98.1 | 78.4 | 109.9 | 106.2 |
| COc1ccc2cc(-c3nc4ccc(C)cn4c3NCc3ccco3)c(=O)[nH]c2c1 | 90.7 | 62.3 | 67.1 | 52.7 | 86.8 | 31.5 | 62.3 | 74.3 |
| NC1=C(O)C(=O)C(c2c(Cl)cccc2Cl)O1 (centres undefined) | 86.1 | 108.3 | 75.0 | 108.3 | 104.3 | 101.7 | 78.8 | 104.2 |
| CCOC(=O)C1=C2C(=O)[C@@]3(C)CC(=O)C[C@H]3C[C@H](C)[C@H]2CC[C@@H]1C | 95.8 | . | 99.3 | 99.0 | 101.7 | 93.1 | 95.8 | 101.5 |
| O=C1C=C(NCCN2CCOCC2)C(=O)c2c(OCc3ccccc3)cccc21 | 96.3 | 83.5 | 91.4 | 87.2 | 102.5 | 99.8 | 89.1 | 104.3 |
| CN(C)c1ccc(C(=NO)c2ccc(N(C)C)cc2)cc1 | 46.2 | 38.3 | -0.2* | 31.7 | -43.2* | 12.7 | 49.5 | 17.0 |
| O=C1NCN(C2CCCCC2)CN1 | 103.8 | 100.4 | 92.9 | 100.4 | 108.9 | 99.9 | . | 101.3 |
| Brc1ccc2c(c1)c(-c1nc(-c3c[nH]c4ncccc34)cs1)cn2CCCN1CCCCC1 | -66.7* | -35.5* | -15.0* | -44.6* | -84.0* | -47.5* | -47.9* | -64.4* |
| COc1ccc(/C=C/C(=O)N2C(=O)c3ccccc3S2(=O)=O)cc1OC | 86.7 | 92.3 | 99.2 | 87.1 | 101.9 | . | 79.9 | 87.2 |
| CC1=CC(c2ccco2)=C(C#N)C(Cl)N1 (centres undefined) | 86.8 | 101.5 | 100.4 | 108.4 | 101.4 | 101.7 | 112.8 | 99.5 |
| O=C1COCCN1c1ccc(NCc2cn(Cc3ccc([N+](=O)[O-])cc3)c3ccccc23)cc1 | 104.5 | 96.5 | 79.9 | 101.4 | 100.3 | 90.2 | 99.2 | 99.4 |
| COc1cc(/C=C2\C(=O)NC(=O)N(c3ccc(Cl)cc3)C2=O)ccc1O | 92.9 | 96.4 | . | 84.2 | 109.0 | 81.3 | 94.7 | 102.7 |
| O=c1[nH]c(=S)[nH]cc1Oc1ccccc1 | 136.9 | 98.5 | 116.8 | 92.4 | . | . | 99.5 | 101.0 |
| Cn1c(=O)c2[nH]c(NCc3ccc(Cl)cc3)nc2n(C)c1=O | 100.8 | 97.6 | . | 61.4 | 101.9 | 55.2 | 84.4 | 99.6 |
| C=CCc1ccc(OCC(=O)Nc2ccc3oc(=O)ccc3c2)c(OC)c1 | 104.6 | 112.0 | 93.3 | 102.8 | 101.1 | 103.5 | 109.2 | 95.5 |
| CCCCCCCCN(CCCCCCCC)CC(O)c1ccc2cc(Cl)c3ccccc3c2c1 (centres undefined) | 122.7 | . | 126.5 | 95.9 | 93.9 | 66.1 | 115.6 | 90.1 |
| COc1cc(C2=CC(c3ccc(C)cc3Br)N3C=CSC3=N2)cc(OC)c1OC (centres undefined) | 115.8 | 91.2 | 89.2 | 101.5 | 97.8 | 56.6 | 85.5 | 116.8 |

| Structure | HOP-62 | CCRF-CEM | MDA-MB-468 | MOLT-4 | MDA-MB-435 | SR | RPMI-8226 | K-562 |
| --- | --- | --- | --- | --- | --- | --- | --- | --- |
| O=C(Nc1ccc2c(c1)Cc1cc([N+](=O)[O-])ccc1-2)C(F)(F)F | 108.3 | 86.7 | 82.8 | 94.8 | 93.4 | 86.7 | 88.8 | 111.2 |
| C=C(Cl)CN(CC)CCO | 104.5 | . | 100.9 | 96.3 | 91.3 | 92.6 | 97.1 | 102.3 |
| CC1=Nc2ccccc2C(=O)OC2(C)c3c(C)nn(-c4ccccc4)c3N(C)C(=O)c3ccccc3N12 (centres undefined) | 107.0 | 105.9 | 100.8 | 102.2 | 114.9 | 98.1 | 107.5 | 103.9 |
| N#CCCSC(=S)N1CCCCC1 | 100.3 | 105.7 | 100.3 | 99.5 | 113.0 | 98.4 | 108.9 | 92.1 |
| Cc1ccc(S(=O)(=O)NC(=O)CCC(=O)Nc2ccc(F)cc2)cc1 | 95.8 | 99.1 | 118.7 | 110.2 | 106.5 | 97.4 | 99.7 | 103.6 |
| N#C/C=C1/SCC(=O)N1CC(=O)N1CCN(c2cc3c(cc2F)c(=O)c(C(=O)O)cn3C2CC2)CC1 | 103.9 | 111.3 | 108.2 | 115.5 | 101.4 | 88.6 | 104.0 | 109.7 |
| Cn1ccc2cc(NC(=O)Cn3cc(CN4CCOCC4)nn3)ccc21 | 110.7 | 99.2 | 111.7 | 102.5 | 105.6 | 121.8 | 103.8 | 102.4 |
| CCOC(=O)C1=C(C)NC(=O)NC1c1cnc(C(C)O)s1 (centres undefined) | 97.9 | 102.2 | 100.6 | 93.3 | 105.7 | 101.5 | 108.6 | 100.7 |
| Cn1c(N2CCOCC2)nc(-c2ccco2)c(C#N)c1=O | 123.7 | 107.6 | . | 110.0 | 108.2 | 96.0 | 104.3 | 81.1 |
| COc1ccc(C=CC(=O)c2ccc(-n3c(C)nc4c(cnn4-c4ccccc4)c3=O)cc2)cc1 | 80.5 | 46.4 | 11.3 | 44.7 | 11.2 | . | -18.8* | 12.4 |
| CSc1ccc(C(=O)Nc2ccc3nnn(/C(C#N)=C/c4ccccn4)c3c2)cc1 | -5.9* | 12.6 | -69.1* | 12.1 | -20.9* | -9.4* | -40.8* | -9.8* |
| Cc1cc(=O)n2c(-c3ccccn3)nc3c4ccccc4ccc3n12 | 99.9 | 89.4 | . | 97.9 | 98.3 | 92.9 | 90.1 | 99.1 |
| CC(C1=C(CN(CCc2ccccc2)C(=O)Cc2cn(-c3ccccc3)nc2-c2ccc(Cl)cc2)Cc2ccccc21)c1ccccn1 (centres undefined) | 94.2 | 76.3 | 80.0 | 62.2 | 96.0 | 73.2 | 56.3 | 66.2 |
| COc1ccc2c(c1)/C(=C\c1c(-c3ccc(C)cc3)nc3ccccn13)C(=O)N2 | 84.0 | 69.7 | 84.4 | 44.6 | 99.4 | . | 75.8 | . |
| COc1ccc(-c2ccc(NC(=O)Nc3cccc(OC)c3)c(C)n2)cc1 | 87.7 | 101.0 | 94.4 | 69.8 | 103.4 | 84.1 | 86.8 | 83.0 |
| Cc1ccc2c(c1)C(=O)/C(=C/c1ccc([N+](=O)[O-])cc1)S2 | 92.0 | 108.8 | 84.0 | 106.8 | 98.9 | 100.1 | 65.2 | 69.9 |
| CC(=O)Oc1cc2ccccc2cc1C(C)C | 104.2 | . | 98.8 | 109.1 | 102.1 | . | 109.1 | 117.4 |
| O=C(NCc1ccccc1)c1ccc2c(c1)NC(=O)[C@@H]1CCCN21 | 102.7 | 116.2 | 103.2 | 113.0 | 99.6 | 105.7 | 104.6 | 105.9 |
| COc1ccc(/C(N)=N/C(N)=N/c2nc(-c3ccccc3)cs2)cc1 | 98.3 | 88.2 | 59.4 | 75.7 | 47.4 | 72.6 | 78.1 | 36.3 |
| NC(=O)c1c(NC(=O)CSc2ccccc2)sc2c1CCC2 | 82.8 | 68.5 | . | 88.2 | 80.8 | . | 82.7 | 84.0 |

| Structure | HOP-62 | CCRF-CEM | MDA-MB-468 | MOLT-4 | MDA-MB-435 | SR | RPMI-8226 | K-562 |
| --- | --- | --- | --- | --- | --- | --- | --- | --- |
| Cc1cccc(C)c1NC(=O)Nc1ccccc1 | 95.8 | 83.1 | 77.6 | 81.7 | 104.9 | 68.6 | 96.1 | 101.5 |
| C=CCn1c(SCC(=O)Nc2ccc(C(=O)/C=C/c3ccc(Cl)cc3)cc2)nnc1-c1cc(-c2ccc(Cl)cc2)nc2ccccc12 | 95.6 | . | 114.4 | 84.6 | 98.7 | 83.3 | . | 91.9 |
| O=C1C=CC(=O)N1Nc1ccccc1 | 100.1 | 104.5 | 105.1 | 102.6 | 109.2 | 104.3 | 111.7 | 98.2 |
| O=C(Nc1cc(C(F)(F)F)cc(C(F)(F)F)c1)Nc1ccc(OCc2nnc(-c3ccc(Cl)cc3)o2)c(F)c1 | 10.3 | 6.7* | . | 18.0 | 9.2* | 1.0* | 3.5* | 16.1 |
| C#C[C@]1(O)CC[C@H]2[C@@H]3CC=C4c5sc(C)nc5CC[C@]4(C)[C@H]3CC[C@@]21C | 106.8 | 87.4 | 98.6 | 87.1 | 100.4 | 89.9 | 69.3 | 63.7 |

Compound activity as filed in PubChem BioAssay.
